Bioassay records (PubChem BioAssay)
SKN-1 block: suppressors of acrylamide-induced Pgst-4::GFP reporter in worms, primary screen, SKN-1 inhibitor project, whole organism, uHTS, GFP/RFP fluorescence ratio, strain VP596; actives 0.49% (n = 360,000); inhibition, % at 21.8 µM; C. elegans VP596 Pgst-4::GFP/RFP ratio, 24 h;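 active = interference check ratio from 0.5 to 1.5 plus GFP to RFP signal ratio inhibition reaching or exceeding a fixed threshold, cut at about 30% in these data, passing the limit was not always enough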; note: some compounds called inactive have numbers as strong as hits
NadD block: inhibitors of S. aureus NadD, primary screen, biochemical, colorimetric, uHTS | purified NadD enzyme, colorimetric absorbance read-out | inhibition, % at 20 µM | actives 0.78% (n = 360,000); in the data active = inhibition above about 26%; note: some compounds past the cut are filed as inactive
Rpn11 block: Rpn11 (PSMD14) deubiquitinase inhibitors, primary screen, biochemical, fluorescence polarization, uHTS | 26S proteasome non-ATPase regulatory subunit 14 (Homo sapiens), O00487 | actives 0.59% (n = 360,000) | human 26S proteasome, Ub4-pepOG fluorescence polarization; 20S core pre-blocked with epoxomicin | AID 588493, 2011 | calls only at 20 µM;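 active = inhibition at 20 µM, scaled to each plate's controls, above about 33%, limit read from the data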
MT1-MMP act inh: blockers of MT1-MMP proenzyme processing, primary screen, HT1080 RFP-PRO-GFP cells, GFP/RFP fluorescence | GFP/RFP ratio change, % at 20 µM | GFP/RFP ratio fluorescence, overnight; percent of plate control window, DMSO zero | actives 0.061% (n = 360,000);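 active = GFP/RFP ratio change of at least 30% with cell ATP level not reduced by more than half and red fluorescence within 50% of control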; note: strong numbers were not always called active
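Assay system: HT1080 RFP-PRO-GFP cells. Benchmarks: DMSO vehicle wells and RFP-L50D-GFP reporter cell wells. Times: overnight cell settling, then overnight compound exposure, 37 °C, 5% CO2. Compound: 20 µM single dose, 1% DMSO. Read-out basis: GFP/RFP fluorescence ratio.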
Rin1 Abl inh: inhibitors of Rin1-Abl protein binding, primary screen, biochemical, TR-FRET | Tyrosine-protein kinase ABL1 (Homo sapiens) + Ras and Rab interactor 1 (Homo sapiens), … | inhibition, % at 7.35 µM | actives 0.4% (n = 360,000) | AID 588664, 2011; in the data active = inhibition above about 5%, passing the limit was not always enough
Neddyl block: inhibitors of cullin neddylation, primary screen, biochemical, TR-FRET, uHTS, NAE and Ubc12. NEDD8-conjugating enzyme Ubc12 (Homo sapiens) + NEDD8-activating enzyme E1 regulatory …. calls only at 25 µM. actives 0.58% (n = 360,000). AID 651699, 2012; in the data active = inhibition above about 36%
FAS-TE inh: FAS thioesterase domain inhibitors, primary screen, biochemical, fluorescence intensity, uHTS | actives 0.67% (n = 360,000) | recombinant FAS-TE, OMFH fluorogenic substrate, fluorescence endpoint | Fatty acid synthase (Homo sapiens), P49327 | inhibition, % at 15 µM;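 active = compounds whose normalised, plate-corrected inhibition of enzyme fluorescence in the single-dose primary screen is 50% or more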;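 note: 0% = DMSO with enzyme and 100% = substrate without enzyme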
PABP1 MLLE inh: inhibitors of PABP1 MLLE–PAM2 peptide binding, primary screen, biochemical, fluorescence polarization, FITC-PAM2, GST-MLLE | Polyadenylate-binding protein 1 (Homo sapiens), P11940 | inhibition, % at 20 µM | actives 0.36% (n = 360,000) | AID 588489, 2011; in the data active = inhibition above about 35%, passing the limit was not always enough;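 note: plate controls were DMSO wells with GST-MLLE for no effect and wells lacking GST-MLLE protein for full effect; some results filed as inactive read as strong as hits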
CSN inh: inhibitors of CSN-mediated cullin deneddylation, primary screen, biochemical, fluorescence polarization, uHTS. COP9 signalosome complex subunit 5 (Homo sapiens), Q92905. Purified CSN, SCF-Nedd8-OG deneddylation. inhibition, % at 12.5 µM. actives 0.38% (n = 360,000). AID 651999, 2013;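 active = pattern-corrected inhibition above about 35%, with an unprinted fluorescence ratio check between 0.5 and 1.5, limit read from the data, passing the limit was not always enough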;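 note: 0% = enzyme with substrate and 100% = substrate without enzyme; some results filed as inactive read as strong as hits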
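Assay system: purified human Csn5 enzyme expressed in HEK293T cells; measure: % inhibition; also added: SCFSkp2-Nedd8OG substrate at 10 nM final; technique: fluorescence polarization; times: reaction 90 min, room temperature; medium: Tris buffer pH 7.5, NaCl, DTT, Tween-20, trehalose, ovalbumin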
The depositor's hits bear a star; i = inactive; · = not tested or not shown; + = active, no number. No enrichment for hits; 3.9% or so of the library scored in one or more.

Every second line gives: SKN-1 block, NadD block, Rpn11 block, MT1-MMP act inh, Rin1 Abl inh, Neddyl block, FAS-TE inh, PABP1 MLLE inh, CSN inh
(1) C[C@]12CC[C@H](O)CC1=CCC1C2CC[C@@]2(C)C1CC[C@@H]2NC(=O)[C@@H](N)Cc1cnc[nH]1 (some centres undefined)
 : -6, -1, i, 4, 2, i, -9, 2, 1
(2) CC(C)(C)c1ccc(OCCCC(=O)N2CCOCC2)cc1
 : 1, 1, i, 2, -1, i, -1, 18, 0
(3) O=C(Nc1ccc(N2CCOCC2)c(Cl)c1)c1ccc(Cl)cc1
 : 12, -7, i, 6, -6, i, 14, -2, -5
(4) Cc1ccccc1NC(=O)Cc1nc(COC(=O)c2cccc([N+](=O)[O-])c2)cs1
 : -12, 6, i, 4, 0, i, 14, -21, -1
(5) Cc1cc(NC(=O)c2ccc(C(C)(C)C)cc2)no1
 : -1, -2, i, 1, 2, i, 2, -3, -1
(6) Cc1cc(C)cc(NC(=O)C2CCCN2S(=O)(=O)c2ccc3c(c2)n(C)c(=O)c(=O)n3C)c1 (centres undefined)
 : -8, 1, i, 4, -1, i, 2, -3, -2
(7) COc1cccc(/C=C/C(=O)OCC(=O)N2c3ccccc3CC2C)c1OC (centres undefined)
 : 9, -10, i, 0, 5, +, 23, -5, 2
(8) CC1CC(OC(=O)C(O)c2ccccc2)CC(C)(C)N1C (centres undefined)
 : -1, -1, i, 0, 0, i, -5, -2, 2
(9) CCOc1ccc(/C=N/NC(N)=S)cc1
 : 8, 1, i, 4, -3, i, -11, -35, 4
(10) O=C(Oc1ccc(N2C(=O)CCC2=O)cc1)c1ccccc1
 : 2, -5, i, -1, 1, i, -7, -5, 0
(11) COc1cccc(NC(=S)Nc2cc(C)cc(C)n2)c1
 : 0, 1, i, -4, -1, i, -2, 45*, 1
(12) COc1ccc(OC)c(N(C(=O)c2snc(C(N)=O)c2N)C(C(=O)NCc2ccccc2)c2ccc(O)cc2)c1 (centres undefined)
 : -6, 6, i, -3, -1, i, 7, 17, 1
(13) O=C(NCc1ccncc1)C(=O)Nc1nc2ccccc2s1
 : 0, -4, i, 2, 1, i, -10, 2, -2
(14) Cc1ccsc1C(=O)Nc1ccccc1N1CCCC1
 : -13, -3, i, 1, -2, i, 0, -5, 2
(15) COc1ccc(-c2nc3ccccc3nc2-c2ccccc2)cc1
 : -2, 7, i, -3, 0, i, 16, -10, -3

Every second line gives: SKN-1 block, NadD block, Rpn11 block, MT1-MMP act inh, Rin1 Abl inh, Neddyl block, FAS-TE inh, PABP1 MLLE inh, CSN inh
(16) CN(CC(=O)Nc1c(Cl)cccc1Cl)C(=O)Cc1ccc(S(=O)(=O)N2CCOCC2)s1
 : 5, -8, i, -4, -2, i, -4, -6, 4
(17) Cc1ccc(C(=O)N2CCC(C)CC2)cc1C
 : 0, -4, i, 3, 0, i, -6, 4, -3
(18) COc1ccccc1CNC(=O)C(C)Sc1ccsc1[N+](=O)[O-] (centres undefined)
 : 7, 9, i, -1, 3, i, -2, 14, -1
(19) Cc1cc(O)c(-c2cc(O)c(C)cc2O)cc1O
 : 0, 14, i, 6, 7, ·, 0, 48*, 1
(20) O=C(NC1(C(=O)NC2CCCC2)CCCCC1)c1ccc2c(c1)OCO2
 : 26, 7, i, -11, 1, i, -5, -4, -2
(21) OCC[C@@H]1C[C@H](O)[C@@H](O)[C@]2(CCCc3ccccc3O2)O1
 : 16, -1, i, -3, 2, i, -10, 7, 1
(22) Cc1cc(NS(=O)(=O)c2ccc(NC(=S)Nc3ccc(Cl)cc3C)cc2)no1
 : 6, 0, i, 3, -2, i, -1, 21, 0
(23) COc1ccccc1S(=O)(=O)Cc1ccc(C(=O)NCc2ccc3c(c2)OCO3)o1
 : -6, -4, i, 3, -3, i, -6, 4, -3
(24) CCOc1cc(/C=N/Nc2ncnc(Cl)c2N)ccc1O
 : 4, 1, i, 5, -4, i, -9, 18, -12
(25) Cc1ccc(-c2noc(CCCC(=O)NCC3CCCO3)n2)cc1 (centres undefined)
 : -8, 1, i, 1, -1, i, -6, 0, -1
(26) CC(CCc1ccccc1)NC(=O)c1cccc([N+](=O)[O-])c1 (centres undefined)
 : -5, -5, i, 0, -3, i, 62*, 13, -12
(27) COc1cc(OC)c(N2CC(C(=O)Nc3cccc(C(=O)NC4CC4)c3)CC2=O)cc1Cl (centres undefined)
 : 12, 1, i, 7, -5, i, 1, -3, -1
(28) O=C(NCc1ccc2c(c1)OCO2)c1ccc(Cl)c(S(=O)(=O)N2CCOCC2)c1
 : 5, -6, i, 8, -2, i, 3, 4, 1
(29) CCOc1ccccc1N(CC(=O)N1CCCCCC1)S(C)(=O)=O
 : -23, -3, i, 0, 3, i, 1, -1, -5
(30) CCOC(=O)c1ccc(Cn2c(-c3ccccc3)nnc2-c2ccccc2)o1
 : -5, -5, i, -5, 0, i, 21, -1, 0

10 entries from above, with one line to a screen:
1. C[C@]12CC[C@H](O)CC1=CCC1C2CC[C@@]2(C)C1CC[C@@H]2NC(=O)[C@@H](N)Cc1cnc[nH]1 (some centres undefined)
2. CC(C)(C)c1ccc(OCCCC(=O)N2CCOCC2)cc1
3. O=C(Nc1ccc(N2CCOCC2)c(Cl)c1)c1ccc(Cl)cc1
4. Cc1ccccc1NC(=O)Cc1nc(COC(=O)c2cccc([N+](=O)[O-])c2)cs1
5. Cc1cc(NC(=O)c2ccc(C(C)(C)C)cc2)no1
6. Cc1cc(C)cc(NC(=O)C2CCCN2S(=O)(=O)c2ccc3c(c2)n(C)c(=O)c(=O)n3C)c1 (centres undefined)
7. COc1cccc(/C=C/C(=O)OCC(=O)N2c3ccccc3CC2C)c1OC (centres undefined)
8. CC1CC(OC(=O)C(O)c2ccccc2)CC(C)(C)N1C (centres undefined)
9. CCOc1ccc(/C=N/NC(N)=S)cc1
10. O=C(Oc1ccc(N2C(=O)CCC2=O)cc1)c1ccccc1

| assay / compound | 1 | 2 | 3 | 4 | 5 | 6 | 7 | 8 | 9 | 10 |
| --- | --- | --- | --- | --- | --- | --- | --- | --- | --- | --- |
| SKN-1 block | -6 | 1 | 12 | -12 | -1 | -8 | 9 | -1 | 8 | 2 |
| NadD block | -1 | 1 | -7 | 6 | -2 | 1 | -10 | -1 | 1 | -5 |
| Rpn11 block | i | i | i | i | i | i | i | i | i | i |
| MT1-MMP act inh | 4 | 2 | 6 | 4 | 1 | 4 | 0 | 0 | 4 | -1 |
| Rin1 Abl inh | 2 | -1 | -6 | 0 | 2 | -1 | 5 | 0 | -3 | 1 |
| Neddyl block | i | i | i | i | i | i | + | i | i | i |
| FAS-TE inh | -9 | -1 | 14 | 14 | 2 | 2 | 23 | -5 | -11 | -7 |
| PABP1 MLLE inh | 2 | 18 | -2 | -21 | -3 | -3 | -5 | -2 | -35 | -5 |
| CSN inh | 1 | 0 | -5 | -1 | -1 | -2 | 2 | 2 | 4 | 0 |

New compounds follow.
Every second line gives: SKN-1 block, NadD block, Rpn11 block, MT1-MMP act inh, Rin1 Abl inh, Neddyl block, FAS-TE inh, PABP1 MLLE inh, CSN inh
(31) COc1cccc(NC(=O)CN(C)S(=O)(=O)c2ccc3c(c2)NC(=O)CS3)c1
 : 8, 0, i, -11, -3, i, -5, 11, 1
(32) O=C(O)c1cc(N/N=C/c2ccncc2)ccc1Cl
 : -2, -4, i, 2, -4, i, -8, 11, -1
(33) N#Cc1c(-c2ccc(F)cc2)nc2n(c1=O)CCS2
 : -1, 5, i, -4, -3, i, -3, 8, 2
(34) Cc1cc(C)cc(-c2nnc(SCC(=O)c3ccc4c(c3)OCCO4)o2)c1
 : -3, 2, i, 1, 2, i, -1, -10, 2
(35) Cc1ccc(C)c(SCC(=O)Nc2ccc(C)c(S(=O)(=O)N3CCOCC3)c2)c1
 : 4, -8, i, 9, 3, i, 16, 18, 1
(36) Cc1ccc([C@@H]2[C@@H]3C(=O)N(c4ccccc4)C(=O)[C@@H]3[C@]3(C)C(=O)N(Cc4ccc(-c5ccccc5)cc4)CC(=O)N23)o1
 : 16, -2, i, 5, 2, i, 1, 2, 5
(37) Brc1cccc(-c2nnc3sc(CN4CCC5(CC4)OCCO5)cn23)c1
 : -7, -11, i, -6, 1, i, 0, 11, -4
(38) Cc1ccc(-c2nn(C)c(=O)c3ccccc23)cc1CN1CCCCC1
 : 3, 2, i, 1, -3, i, -6, -1, 9
(39) O=C(COC(=O)c1nc(Cl)ccc1Cl)NCc1ccc(Cl)cc1
 : 9, -1, i, 0, -2, i, -4, -11, 2
(40) CCCCN1C(=O)C(CC(=O)NC2CCCC2)CC(C(=O)N2CCCCCC2)=C1C (centres undefined)
 : -8, -4, ·, 8, ·, i, -2, ·, -5
(41) Cc1cc[n+](CCc2ccccc2)cc1C
 : -7, 1, i, 0, 2, i, -4, -3, -2
(42) OC(CN1CCC(Cc2ccccc2)CC1)c1ccccc1 (centres undefined)
 : 2, -3, i, -1, 0, i, -1, -7, 1
(43) CCOC(=O)C(NC(C)=O)C(=O)Nc1ccc(C)cc1C (centres undefined)
 : 3, 1, i, 0, -2, i, -8, 1, -3
(44) O=C(NC(=S)Nc1ccccc1N1CCCCC1)c1ccccc1
 : 8, 3, i, ·, 3, i, 35, 33, 0
(45) O=C(NCCc1ccccc1)C1CCCN1C(=O)Nc1ccc(F)cc1 (centres undefined)
 : 5, 1, i, 1, 3, i, -4, 1, 4

Every second line gives: SKN-1 block, NadD block, Rpn11 block, MT1-MMP act inh, Rin1 Abl inh, Neddyl block, FAS-TE inh, PABP1 MLLE inh, CSN inh
(46) O=C/C(=C\Nc1ccc(Cl)cn1)c1nc2cc(Cl)ccc2o1
 : 18, 38*, i, -200, 1, i, -13, -13, 1
(47) CCN(C(=O)COC(=O)C1COc2ccccc2O1)c1c(N)n(Cc2ccccc2)c(=O)[nH]c1=O (centres undefined)
 : 2, -1, i, -4, -1, i, -4, -4, -6
(48) CN(c1ccc(C(=O)NCC2CCCO2)cc1)S(=O)(=O)c1ccc(Cl)cc1 (centres undefined)
 : 8, -4, i, 3, -2, i, -2, 17, 2
(49) COc1ccc(OC)c(-c2csc(NC(=O)Cn3[nH]c(=O)c4ccccc4c3=O)n2)c1
 : 5, -5, i, -9, -3, i, -3, -19, 15
(50) Cn1c(-c2ncc(F)cc2F)cc2onc(-c3c(F)cccc3Cl)c2c1=O
 : -6, -1, i, -3, 1, i, -7, 4, 1
(51) O=C(N/N=C/c1sc(=O)n(-c2ccccc2)c1Cl)c1ccccc1
 : -2, 2, i, -12, 0, i, -4, -148, 10
